# Screens from PubChem BioAssay.
# Bcl-2 Bim block: human Bim-Bcl-2 interaction inhibition; Bead-based flow cytometry, Bim peptide-Bcl-2 binding; 190,000 tested, 0.06% active; P10415; AID 950; inhibition, % at 10 µM; in the data active means inhibition above about 40%; inconclusive means no clear call, values can overlap the other calls;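 further: 0% = no compound wells with probe peptide and 100% = reference peptide inhibitor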
# Bim-Mcl-1: disrupts Bim peptide binding to human Mcl-1 | Bead-based flow cytometry, Bim peptide-Mcl-1 binding | inhibition, % at 10 µM | 190,000 tested, 0.1% active | AID 1009;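 further: 0% = no compound tracer wells and 100% = peptide blocker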
# Target sequence (Q07820 whole entry, looked up): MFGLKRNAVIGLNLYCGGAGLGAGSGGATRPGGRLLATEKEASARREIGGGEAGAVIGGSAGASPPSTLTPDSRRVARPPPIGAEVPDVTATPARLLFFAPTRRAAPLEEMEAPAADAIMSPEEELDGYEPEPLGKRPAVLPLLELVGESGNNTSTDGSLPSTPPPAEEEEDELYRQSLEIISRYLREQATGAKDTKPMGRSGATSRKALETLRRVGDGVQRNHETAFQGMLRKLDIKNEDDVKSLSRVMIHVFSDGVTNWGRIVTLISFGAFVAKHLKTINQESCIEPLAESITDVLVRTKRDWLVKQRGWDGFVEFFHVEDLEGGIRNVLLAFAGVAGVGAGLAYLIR
# GSH fluor: GSH bead compound fluorescence profile. 190,000 tested, 0.25% active. GSH beads flow cytometry, compound fluorescence 488/530 nm; hits give high values. fluorescence (KMESF) at 10 µM. AID 1776; in the data active means fluorescence above about 89;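 further: glutathione beads carrying GST-tagged Bcl family fusion proteins plus one bare bead set; values are compound well signal with DMSO vehicle wells as background; inactives centre near 16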
# RGS8-Gao: human RGS8-Galphao interaction regulation | P09471 | multiplexed bead flow cytometry, RGS8-Galphao binding; actives lie on both sides | response (percent of control binding), % at 10 µM | 220,000 tested, 0.34% active; in the data active means response below about 60% or above about 140%; inactive means in between;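 further: Galphao activated as the GDP aluminium fluoride complex binding bead-coupled RGS8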
# Bim-Bcl-B: disrupts Bim peptide binding to human Bcl-B; Q9HD36; bead-based flow cytometry; inhibition, % at 10 µM; 190,000 tested, 0.073% active; AID 951;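 further: 0% = tracer peptide without compound and 100% = reference inhibitor peptide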
# Target sequence (Q9HD36 whole entry, looked up): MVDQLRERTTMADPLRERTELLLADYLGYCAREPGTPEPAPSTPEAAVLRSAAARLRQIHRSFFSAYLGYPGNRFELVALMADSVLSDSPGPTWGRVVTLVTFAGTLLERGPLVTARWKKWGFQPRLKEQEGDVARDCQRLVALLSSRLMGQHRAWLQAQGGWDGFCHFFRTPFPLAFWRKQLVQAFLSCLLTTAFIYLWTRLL
# Bcl-XL Bim block: disrupts Bim peptide binding to human Bcl-XL; Q07817; bead flow cytometry, fluorescence; inhibition, % at 10 µM; 190,000 tested, 0.04% active; AID 1007
# Target sequence (Q07817 whole entry, looked up): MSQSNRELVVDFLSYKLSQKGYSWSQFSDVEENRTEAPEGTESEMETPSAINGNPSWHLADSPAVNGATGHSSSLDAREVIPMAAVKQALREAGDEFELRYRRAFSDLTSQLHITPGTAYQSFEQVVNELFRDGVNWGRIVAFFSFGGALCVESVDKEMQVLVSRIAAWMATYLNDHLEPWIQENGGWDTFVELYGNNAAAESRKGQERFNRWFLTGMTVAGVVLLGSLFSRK
# Mcl1-Bid inh: Mcl-1/Bid interaction inhibition; 220,000 tested, 0.97% active; TR-FRET Mcl-1/Bid-Dy647 peptide binding, 1536-well; inhibition, % at 21.7 µM; Q07820;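 active means compounds that cut the binding signal by more than half at the single screening dose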;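 further: His-tagged Mcl-1 with europium anti-His antibody binding Bid BH3 peptide; 0% = Mcl-1 plus peptide wells and 100% = peptide-only wells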
# RGS7-Gao: human RGS7-Galphao interaction regulation | Multiplexed bead flow cytometry, RGS7-Galphao binding; actives lie on both sides | P09471 | AID 1439 | 220,000 tested, 0.35% active | binding response (% of control), % at 10 µM; in the data active means binding response below about 49% or above about 150%; inconclusive means no clear call, values can overlap the other calls; inactive means in between;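 further: fluorescent Galphao held in activated GDP-AlF4 state binding bead-coupled RGS7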
# RGS4-Gao reg: modulates binding of RGS4 to human Galphao. P09471. Multiplexed bead flow cytometry; actives lie on both sides. binding response (% of control), % at 10 µM. 220,000 tested, 0.33% active; in the data active means binding response below about 49% or above about 150%; inactive means in between;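 further: fluorescent Galphao activated with aluminum fluoride binding bead-coupled RGS4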
# Bcl-W Bim block: disrupts Bim peptide binding to human Bcl-W; Q92843; bead-based flow cytometry; inhibition, % at 10 µM; 190,000 tested, 0.02% active;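 further: 0% = bound tracer without compound and 100% = peptide blocker; higher means less fluorescent Bim peptide bound to Bcl-W beads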
# Target sequence (Q92843 whole entry, looked up): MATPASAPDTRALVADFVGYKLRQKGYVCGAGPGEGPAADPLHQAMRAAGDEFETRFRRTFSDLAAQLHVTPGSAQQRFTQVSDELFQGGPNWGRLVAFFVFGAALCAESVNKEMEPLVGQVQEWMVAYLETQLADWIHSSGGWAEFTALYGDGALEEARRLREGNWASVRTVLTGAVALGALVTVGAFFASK
# Bfl-1 Bim block: human Bim-Bfl-1 interaction inhibition. Q16548. Bead-based flow cytometry, Bim-Bfl-1 binding inhibition. inhibition, % at 10 µM. 190,000 tested, 0.12% active. AID 1008;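 further: 0% = wells without compound plus tracer and 100% = blocker peptide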
# Starred values were filed as active, the others as inactive; ? = inconclusive; / = no result given. Unless noted, no stated cut-off is given here; in the data, active means inhibition above about 40%.
SMILES,Bcl-2 Bim block,Bim-Mcl-1,GSH fluor,RGS8-Gao,Bim-Bcl-B,Bcl-XL Bim block,Mcl1-Bid inh,RGS7-Gao,RGS4-Gao reg,Bcl-W Bim block,Bfl-1 Bim block
CCN(CC)S(=O)(=O)c1ccc2c(c1)c(=O)c(C(=O)NCc1cccs1)cn2C,-2,-6,24,108,-7,-9,6,104,105,-4,-4
CCCCn1c(=O)nc2n(-c3ccccc3)c3ccccc3cc-2c1=O,4,0,15,95,-5,0,64*,97,97,4,1
Cc1ccc(C(=O)Nc2nccc(-c3cccs3)n2)cc1,-7,0,13,100,-5,0,1,97,100,0,-12
O=C(O)c1cc(N/N=C/c2cccs2)ccc1Cl,-5,-2,19,99,-3,-4,-64,?,98,-1,-2
COCCN(CCOC)S(=O)(=O)c1ccc(C(=O)NC2CCN(Cc3ccccc3)CC2)cc1,-3,-1,35,102,-6,5,3,102,99,-2,-12
COc1ccc(/C=C2/C(=O)N=C3SCCN32)cc1,-10,0,24,100,-5,-3,-20,101,107,0,-6
CC(C)(C)NS(=O)(=O)c1ccc(CCC(=O)N2CCCCC2)cc1,2,1,16,101,0,2,-8,103,101,1,-1
Cc1ccc(C(=O)CSc2nc3ccccc3c(=O)[nH]2)cc1,0,3,56,99,-1,0,-10,101,98,5,-8
O=C(NCC1CCCO1)c1cccc(Oc2ccc([N+](=O)[O-])cc2Cl)c1 (stereo not drawn),-4,-3,16,100,-3,-1,15,95,98,0,-6
COc1ccc(NC(=O)N2CCN(S(C)(=O)=O)CC2)cc1OC,-7,-6,45,102,-7,-7,-36,98,99,0,-10
CCOC(=O)c1c(NC(=O)COc2cccc3c2CCN(Cc2ccc(F)cc2)C3=O)sc2c1CCC2,-13,-2,19,100,-13,-6,4,99,99,-7,-16
O=C(Cn1c(=O)oc2ccccc21)Nc1nnc(N2CCCCCC2)s1,-8,-2,25,103,-7,0,-21,96,96,-1,-10
O=Cc1cc([N+](=O)[O-])ccc1N1CCOCC1,-2,-3,9,102,-3,-2,-14,101,100,5,10
O=C1CC(c2ccco2)Sc2nc3ccccc3n21 (stereo not drawn),-1,-2,11,103,-1,-1,-39,105,105,-2,-1
O=C(O)CC(NC(=O)Cc1ccc([N+](=O)[O-])cc1)c1ccc2c(c1)OCO2 (stereo not drawn),-4,-1,16,102,-2,-4,-36,104,104,-3,-6
NC(=O)COc1ncn(-c2ccccc2)n1,-10,0,11,102,-9,-5,-28,100,101,-3,-9
c1ccc(-c2nnc3sc(-c4cc5ccccc5o4)nn23)cc1,-13,-3,28,102,-10,-5,-7,101,101,-1,-16
COc1ccc2nc(Nc3nc(C)c(CCC(C)C)c(=O)[nH]3)nc(C)c2c1,4,1,7,95,-33,1,-8,98,94,3,0
O=C(O)CCCN=C1NC2(CCCC2)Cc2ccccc21,2,0,15,102,-3,-1,-1,104,99,-3,0
CSCC[C@H](NC(=O)OC(C)(C)C)C(=O)N/N=C/c1cc2ccc(C)cc2nc1Cl,0,-4,9,99,-6,-7,-33,101,100,-4,-1

# Among those listed so far, 3 contain an aryl methoxy group:
SMILES,Bcl-2 Bim block,Bim-Mcl-1,GSH fluor,RGS8-Gao,Bim-Bcl-B,Bcl-XL Bim block,Mcl1-Bid inh,RGS7-Gao,RGS4-Gao reg,Bcl-W Bim block,Bfl-1 Bim block
COc1ccc(/C=C2/C(=O)N=C3SCCN32)cc1,-10,0,24,100,-5,-3,-20,101,107,0,-6
COc1ccc(NC(=O)N2CCN(S(C)(=O)=O)CC2)cc1OC,-7,-6,45,102,-7,-7,-36,98,99,0,-10
COc1ccc2nc(Nc3nc(C)c(CCC(C)C)c(=O)[nH]3)nc(C)c2c1,4,1,7,95,-33,1,-8,98,94,3,0

# The listing continues.
SMILES,Bcl-2 Bim block,Bim-Mcl-1,GSH fluor,RGS8-Gao,Bim-Bcl-B,Bcl-XL Bim block,Mcl1-Bid inh,RGS7-Gao,RGS4-Gao reg,Bcl-W Bim block,Bfl-1 Bim block
Clc1cccc(CNCCNCc2cccc(Cl)c2)c1,-2,-4,13,102,-3,-3,-22,98,100,-1,-4
CCN1CCCC1CNC(=O)C(=O)NC(C)C (stereo not drawn),-5,-2,15,101,-3,0,-24,100,100,-3,-6
Cc1ccc(N2CCN(c3ccc(C)cc3)C2c2ccccn2)cc1,-7,-2,11,105,-6,-2,-14,99,101,3,-7
Cc1cccc(NC(=O)c2cccnc2)c1,1,1,22,99,0,0,-45,97,99,0,0
O=C(Cc1cccs1)NCc1cccc(CNC(=O)Cc2cccs2)c1,-3,0,11,102,0,1,-15,102,99,0,-2
O=C(NC1=NCCS1)c1cccc(S(=O)(=O)N2CCc3ccccc32)c1,-6,1,19,99,-2,-1,-1,106,98,-4,-1
CSc1c[n+]2c(n1C)CCC2,0,0,11,101,0,1,19,113,106,3,-1
Cc1ccc(NS(=O)(=O)c2ccc(NC(=O)[C@@H]3CCCC[C@@H]3C(=O)O)cc2)c(C)c1,-1,3,52,96,0,0,-17,97,96,0,-3
NC(=S)N=Nc1c(O)[nH]c2ccccc12,-3,1,16,104,-3,4,-19,105,106,0,-1
O=C(CNCC1CCCCC1)Nc1ccc(OC(F)(F)F)cc1,3,-2,8,103,0,3,15,103,104,1,-3
COc1ccc(OCCN2CCN(C3CC(=O)N(CCC(C)C)C3=O)CC2)cc1 (stereo not drawn),-9,-1,16,103,-5,-4,-5,100,102,0,-12
Cc1ccc2nc(-c3ccc(NC(=O)c4cccnc4)cc3)oc2c1,0,2,33,92,0,0,5,100,103,1,-1
COc1cccc(C(=O)Nc2ccc(C(F)(F)F)n(C)c2=O)c1,0,-6,26,92,-5,-5,2,97,96,-2,0
Cc1nnsc1NC(=O)OCC(C)C,-9,-1,13,102,-7,-6,8,100,100,-4,-8
CCCOc1ccc(Cc2c(Cl)nc(SC)nc2NC)cc1,-8,-3,9,99,-10,-9,-2,/,95,-2,-11
Cc1noc(C)c1S(=O)(=O)N1CCCC(C(=O)NCCc2ccc(Cl)cc2)C1 (stereo not drawn),-10,0,35,99,-6,-7,-13,98,97,1,-9
COc1ccc(C2Nc3ccc(Br)cc3C(c3ccccc3)N2CC(=O)O)cc1 (stereo not drawn),0,0,7,101,-4,-4,-19,100,101,-1,-7
CC1Oc2ccccc2N(CC(=O)N2CCc3ccccc32)C1=O (stereo not drawn),1,-2,25,101,-6,-5,5,97,99,-2,-3
CCOc1ccccc1NC(=O)COC(=O)Cc1ccc(-c2ccccc2)cc1,-9,-1,15,101,-5,-10,-56,100,101,-6,-8
COc1cccc(NC(=S)NC(C)c2ccc(OC)c(OC)c2)c1 (stereo not drawn),-3,-3,12,99,-8,-5,-15,106,96,-2,-6
O=S(=O)(Nc1ccccn1)c1cccc(S(=O)(=O)c2ccc(Br)cc2)c1,-9,-4,56,98,-3,-8,3,100,102,-3,-17
COc1cc(C(c2c(C)[nH][nH]c2=O)c2c(C)[nH][nH]c2=O)ccc1OC(C)C,-17,-1,15,106,-11,-5,-48,101,100,0,2
Cc1cc(C)nc(Sc2ccc3nnc(C(F)(F)C(F)(F)C(F)(F)F)n3n2)n1,-3,1,21,103,1,1,13,96,98,-1,-4
O=C(COC(=O)c1n[nH]c2ccccc12)Nc1ccc(Cl)cc1[N+](=O)[O-],0,-1,7,97,3,5,-11,93,98,9,4
CCc1c(C)c(C#N)c2nc3ccccc3n2c1N1CCN(c2cc(C)ccn2)CC1,-4,-3,14,107,-3,0,-5,100,104,-2,-2
O=C(Nc1nnc(CSCc2ccc(F)cc2)s1)c1ccc([N+](=O)[O-])cc1,1,-4,6,100,-2,-2,-11,91,93,-1,1
Cc1nc2ccc(NC(=O)c3cc(S(=O)(=O)N(C)c4ccccc4)ccc3Cl)cc2s1,0,0,18,97,-3,-5,40,99,97,-2,1
COc1ccc(-c2cc(C(=O)Nc3nc4ccccc4s3)c3ccccc3n2)cc1OC,-5,-2,9,103,-6,-7,-4,99,106,-1,-4
O=C(Nc1cc(C(F)(F)F)ccc1N1CCCC1)c1cccnc1,-1,2,8,105,0,-1,-28,111,109,-1,0
CCOC1OC(=O)C(Cl)=C1Nc1ccccc1C (stereo not drawn),-2,-4,23,101,-5,-2,6,99,101,-3,-2
Cc1ccc(Br)cc1S(=O)(=O)N1CCN(c2ccccc2)CC1,-6,0,22,96,-3,3,-6,95,105,1,-8
CCCNC(=O)Cn1cnc([N+](=O)[O-])n1,-9,-5,10,107,-6,-9,-30,101,105,-4,-7
CC(=O)Nc1cccc(Oc2nc(C)cc(C)c2C#N)c1,-7,0,25,99,-7,-3,-6,94,95,1,-9
Cc1ccc(CC(=O)N2CCOCC2)cc1,-7,0,30,98,-4,3,17,97,106,0,-8
C=CCNC(=O)NC(=S)c1ccccc1,-2,-3,20,101,-2,-1,-31,101,99,-3,-2
CCOC(=O)c1ccc(NC(=O)c2cc(OC)c(OC)c(OC)c2Br)cc1,-7,-5,9,93,-5,-5,-9,100,99,-3,-9
CC1(C)C(=O)Nc2ccccc2N1C(=O)CN1C(=O)NC(CCc2ccccc2)C1=O (stereo not drawn),-3,-1,13,101,-5,0,-42,94,97,-2,-7
O=C(CSc1nc2ccccc2[nH]1)N=Nc1c(O)[nH]c2ccccc12,12,12,13,111,6,15,-33,89,94,23,21
O=C(CN(CCc1ccccc1)S(=O)(=O)c1ccc(Cl)cc1)N/N=C/c1ccc2c(c1)OCO2,-3,-8,10,106,-4,-8,-26,103,100,-6,-4
CC(=O)N1CCc2cc(S(=O)(=O)NC(CC(C)C)C(=O)Nc3cc(C(=O)O)ccc3C)ccc21 (stereo not drawn),-6,0,23,105,-8,-3,-9,94,100,0,-5
COc1c(F)c(F)c(C(=O)O)c(Nc2cc(C)cc(C)c2)c1F,-1,-1,9,105,0,-6,-30,103,106,0,-4
Cc1ccccc1NC(=O)COC(=O)c1ccc(S(C)(=O)=O)c([N+](=O)[O-])c1,0,1,15,104,-2,-1,-25,100,102,1,0
Cc1nc(SC2CC(=O)N(c3ccccc3)C2=O)nc2c1CCCC2 (stereo not drawn),0,0,22,100,0,0,-34,98,100,0,-2
C=CCn1c(CSc2nc3ccccc3s2)nnc1SCC(=O)NCc1ccco1,1,-3,10,102,0,3,-30,101,98,0,1
COc1ccc(CSc2nnnn2-c2ccccc2)cc1,-3,0,11,95,-1,-3,2,91,90,2,-5
S=C(NC1CCCCC1)N1CCN(c2ncccn2)CC1,1,0,12,99,-4,0,-12,103,100,-5,-5
COc1cccc(-n2nnc3c(=O)n(CC(=O)OCc4ccccc4)cnc32)c1,-16,-4,22,114,-2,-5,5,109,109,-6,3
O=C(NC(=S)Nc1nc2c(s1)CCCC2)c1ccc(C(=O)c2ccccc2)cc1,-2,-1,10,88,-3,-4,-20,92,93,-2,-7
Cc1ccc(-c2noc(CCC(=O)Nc3ccccc3N3CCN(C)CC3)n2)cc1,-4,2,49,101,-6,0,-36,99,102,4,-9
Cc1sc2nc(SCC(=O)NCc3ccco3)n(-c3ccccc3)c(=O)c2c1C,0,-1,9,102,-2,-3,15,100,101,-2,0
